Source: PubChem
IMP-1 inhibitor: inhibitors of Pseudomonas aeruginosa IMP-1 metallo-beta-lactamase; purified IMP-1, nitrocefin hydrolysis, epi-absorbance fluorescence; inhibition, % at 5.6 µM; actives 0.45% (n = 290,000);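 active = inhibition above the mean plus 3 SD of all compounds in the same screening run, cut at about 4.5% in these data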;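 note: 0% = IMP-1 with DMSO and 100% = DMSO wells lacking enzyme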
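Assay system: purified IMP-1; Quantity: IMP-1 0.2 nM before substrate addition; Medium: HEPES buffer pH 7.1 with ZnSO4 and Brij 35; Incubation: 15 min enzyme–compound preincubation, then 25 min nitrocefin reaction, 25 °C; Signal: fluorescence quenching readout, ex 480/em 530 nm; Controls: DMSO with and without IMP-1; Repeats: singlicate testing.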
M18AAP inhibitor: PfM18AAP enzyme inhibition. recombinant PfM18AAP, H-Glu-NHMec fluorogenic cleavage. inhibition, % at 7.35 µM. actives 1.2% (n = 290,000). AID 1822;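 active = inhibition above the campaign mean inhibition over all tested compounds plus 3 SD, cut at about 28% in these data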;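 note: 0% = plate median of test compound wells and 100% = 2 mM ZnCl2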
DNA FID counter: counter-screen for HCV NS3 helicase inhibitors: DNA intercalator displacement; DNA fluorescent intercalator displacement, fluorescence; inhibition, % at 7.9 µM; AID 1845; actives 0.17% (n = 290,000); in the data active = inhibition above about 37%;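 note: 0% = vehicle and 100% = reference compound; higher means more ethidium bromide displaced from hairpin DNA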
IDE inh: inhibits human insulin-degrading enzyme in HEK cells. actives 0.41% (n = 320,000). inhibition, % at 5.59 µM. FAbetaB cleavage, fluorescence polarization. AID 434962. P14735;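 active = percent inhibition above the average of all tested compounds plus 3 SD, set per screening campaign, cut at about 16% in these data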;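 note: IDE supplied by intact live HEK cells; FP after avidin binding of uncleaved biotin substrate so inhibition keeps polarization high; 0% = DMSO wells and 100% = 60 µM reference IDE inhibitor Ii1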
Target sequence (P14735 whole entry, looked up): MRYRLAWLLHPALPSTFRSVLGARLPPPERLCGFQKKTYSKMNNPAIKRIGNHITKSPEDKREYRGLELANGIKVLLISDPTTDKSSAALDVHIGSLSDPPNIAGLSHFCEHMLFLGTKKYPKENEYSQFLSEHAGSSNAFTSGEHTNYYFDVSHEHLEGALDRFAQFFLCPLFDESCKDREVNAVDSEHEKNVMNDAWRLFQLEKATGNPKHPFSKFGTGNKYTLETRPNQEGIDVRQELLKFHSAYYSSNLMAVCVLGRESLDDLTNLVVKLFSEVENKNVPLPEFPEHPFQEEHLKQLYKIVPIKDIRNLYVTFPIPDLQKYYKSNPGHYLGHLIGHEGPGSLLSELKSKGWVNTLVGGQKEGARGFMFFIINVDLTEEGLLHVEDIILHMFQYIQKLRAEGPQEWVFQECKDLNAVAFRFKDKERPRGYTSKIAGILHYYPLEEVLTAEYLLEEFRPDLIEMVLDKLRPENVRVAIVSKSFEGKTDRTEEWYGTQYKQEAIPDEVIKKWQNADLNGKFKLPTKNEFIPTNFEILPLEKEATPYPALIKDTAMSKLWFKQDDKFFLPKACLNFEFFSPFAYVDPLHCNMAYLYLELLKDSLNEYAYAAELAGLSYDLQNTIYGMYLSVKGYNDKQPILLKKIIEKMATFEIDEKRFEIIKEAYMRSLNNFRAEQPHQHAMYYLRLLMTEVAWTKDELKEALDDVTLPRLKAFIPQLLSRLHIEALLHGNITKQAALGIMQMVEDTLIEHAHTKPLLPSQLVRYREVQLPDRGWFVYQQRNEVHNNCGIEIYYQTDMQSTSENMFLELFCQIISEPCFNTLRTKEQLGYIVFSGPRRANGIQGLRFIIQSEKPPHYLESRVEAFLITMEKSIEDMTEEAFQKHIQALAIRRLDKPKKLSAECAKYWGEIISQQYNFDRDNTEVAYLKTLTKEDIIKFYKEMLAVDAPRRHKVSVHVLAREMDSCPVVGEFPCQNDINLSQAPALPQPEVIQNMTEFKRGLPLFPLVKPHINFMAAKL
SUMO HTRF inh: SUMOylation inhibition | P63279 | HTRF SUMOylation assay, SAE1/SAE2 + UBC9, in vitro | inhibition, % at 35 µM | actives 0.36% (n = 290,000) | AID 2006; in the data active = inhibition above about 50%, passing the limit was not always enough; note: strong numbers were not always called active
IDE cell activ: IDE (human) activation, cell-based; P14735; HEK cells, FAbeta-B cleavage, fluorescence polarization; 0% vehicle, 100% cell-free pure enzyme wells; activation, % at 5.96 µM; actives 0.073% (n = 340,000);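 active = activation above the mean of all tested compounds plus 3 SD, set per screening campaign, cut at about 17% in these data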
VIM-2 inh: blocks Pseudomonas aeruginosa VIM-2 metallo-beta-lactamase. actives 0.89% (n = 290,000). inhibition, % at 5.6 µM. purified VIM-2, nitrocefin hydrolysis, epi-absorbance fluorescence;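 active = inhibition above the mean of all tested compounds plus 3 SD, cutoff set per screening run, cut at about 7.5% in these data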;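 note: red hydrolysis product quenches plate fluorescence so inhibitors raise well fluorescence; 0% = enzyme with DMSO and 100% = DMSO without enzyme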
p-CIP stab down: compounds decreasing mouse p/CIP protein stability; Q05BA5; F442A p/CIP-EGFP cells, EGFP fluorescence, 16 h; decrease of EGFP signal, % at 10 µM; actives 0.01% (n = 290,000);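 active = EGFP signal decrease of at least 30% at 10 µM or well 3 SD below plate mean, unless failing retest; inactive = the rest, including hits failing retest or dose response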; note: some compounds called inactive have numbers as strong as hits; many of its hits are not listed in these tables
HCV NS3 hel inh: HCV NS3 helicase inhibition; inhibition, % at 10.9 µM; actives 0.56% (n = 290,000); NS3 helicase DNA unwinding, Cy5 molecular beacon fluorescence;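 active = inhibition above the mean of all tested compounds plus 3 SD, set per campaign, cut at about 35% in these data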;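 note: 0% = DMSO wells and 100% = thioflavine S control wells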
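Assay system: hepatitis C virus NS3 helicase domain fragment enzyme. Also added: annealed dual-labelled DNA beacon duplex, ATP-started. Timing: 1 h reaction at 25 °C, ATP-initiated. Technique: Cy5 fluorescence at 0 and 60 min, beacon hairpin quenching. Evaluation: % inhibition of unwinding. Replication: one well per compound.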
Starred values were filed as active, the others as inactive; / = no result given.

SMILES	IMP-1 inhibitor	M18AAP inhibitor	DNA FID counter	IDE inh	SUMO HTRF inh	IDE cell activ	VIM-2 inh	p-CIP stab down	HCV NS3 hel inh
CCN(CC)S(=O)(=O)c1ccc2c(c1)N(CC(=O)N1CCCC1)C(=O)CO2	-5.7	-7	-11	0	1	2	-1.4	10	-5
COC(=O)c1ccc(CN2[C@H](C(=O)OC)C[C@@]3(O)[C@H](O)[C@H](O)[C@H](O)C[C@@H]23)cc1	/	/	/	8	26	1	/	-18	/
COCCN1Cc2cccc(C(=O)Nc3cccnc3)c2C1=O	-4.3	0	-8	2	19	4	1.0	-3	4
CCOC(=O)N1CCN(C(=O)/C(=C/c2ccc(F)cc2)NC(=O)c2ccccc2)CC1	-3.9	0	-49	8	-7	3	-2.6	4	8
Cc1ccc(S(=O)(=O)N2CCCCC2)cc1NC(=O)CSCC(=O)O	0.7	11	-13	-9	7	6	1.4	5	-19
O=C(O)c1cc(-c2ccccc2Cl)n(-c2cccc(Cl)c2)n1	-0.4	3	-26	2	0	-2	1.6	5	30
O=C(NCC1CCCN(Cc2cccc(F)c2)C1)c1cccc2ccccc12 (stereo unspecified)	-2.0	2	9	4	12	2	-2.0	-3	-15
COc1ccc(N2CCN(C3=CC(=O)N(c4cccc(Cl)c4)C3=O)CC2)cc1	-2.8	-5	-5	4	-10	5	-4.3	-2	13
CC(C)CNS(=O)(=O)c1ccc(S(=O)(=O)NC2CCOC(C)(C)C2)cc1 (stereo unspecified)	-2.5	-4	-10	-1	/	7	-2.2	/	-8
Cc1cc(-c2ccccc2C(=O)O)on1	-2.5	3	2	0	16	-1	-2.7	1	-1

Next part (3 carried over from the part before).
SMILES	IMP-1 inhibitor	M18AAP inhibitor	DNA FID counter	IDE inh	SUMO HTRF inh	IDE cell activ	VIM-2 inh	p-CIP stab down	HCV NS3 hel inh
COc1ccc(N2CCN(C3=CC(=O)N(c4cccc(Cl)c4)C3=O)CC2)cc1	-2.8	-5	-5	4	-10	5	-4.3	-2	13
CC(C)CNS(=O)(=O)c1ccc(S(=O)(=O)NC2CCOC(C)(C)C2)cc1 (stereo unspecified)	-2.5	-4	-10	-1	/	7	-2.2	/	-8
Cc1cc(-c2ccccc2C(=O)O)on1	-2.5	3	2	0	16	-1	-2.7	1	-1
CCC1Oc2ccc(C)cc2N(Cc2cccc(C)c2)C1=O (stereo unspecified)	1.5	-11	-8	-5	6	7	-1.2	-14	6
CCOC(=O)CNc1nc(Cl)nc(N2CCCCC2)n1	-2.4	-15	-12	-3	3	6	-2.0	-7	-3
Fc1ccc(NCc2nnc(SCc3ccccc3)o2)cc1	0.5	3	-12	7	13	0	1.4	-15	2
Cc1nn(-c2ccccc2)c2c1C(c1c(C)[nH]c(C#N)c1C)C(C#N)=C(N)O2 (stereo unspecified)	-2.7	0	-3	3	75*	3	-0.4	1	26
CN(C)CCN=c1cc(-c2ccccc2)oc2ccc(Cl)cc12	-1.6	2	3	/	-1	-6	-3.1	-13	2
CC(=O)N1c2ccc(S(=O)(=O)NCCC(=O)N(C)C3CCCCC3)cc2CC1C (stereo unspecified)	-2.9	1	-41	-3	8	1	-1.3	-3	5
COc1ccc(N=C2SC(CC(=O)Nc3ccccc3)C(=O)N2CCN2CCOCC2)cc1 (stereo unspecified)	-2.0	5	1	-3	-4	-1	-2.7	4	3
COc1cc(C)c(S(=O)(=O)NOCc2ccccc2)c(C)c1C	-3.3	3	-27	5	-8	-2	-2.4	-11	0
CC1CCCCC1NC(=O)Cn1nnc(-c2ccc(Cl)cc2)n1 (stereo unspecified)	-1.9	-2	1	-1	17	4	-4.0	2	8
CCOC(=O)CC(NC(=O)Cn1nnc(-c2ccccc2F)n1)c1ccc(OC)cc1 (stereo unspecified)	-2.6	7	-16	8	4	-3	-1.9	-3	-5
COc1ccc(CNC(=O)CSc2nc3c(c(=O)n(C)c(=O)n3C)n2C)cc1	-2.1	-2	4	/	/	/	-2.6	/	12
CCOC(=O)NC(=O)/C(C#N)=C/c1ccc(N(C)C)cc1	-1.8	-5	-4	2	10	/	-0.9	-2	5
O=C(CN1CCN(c2ccc(Cl)cc2[N+](=O)[O-])CC1)N1CCOCC1	-1.0	7	-6	7	-7	2	-0.5	7	12
O=C(O)c1cc([N+](=O)[O-])cc([N+](=O)[O-])c1N1CCN(c2cccc(C(F)(F)F)c2)CC1	-1.7	10	-3	/	-4	1	-1.8	-12	42*
COc1cc2c(=O)n(CCC(=O)NCC3CCCO3)c(=O)n(CC(=O)Nc3ccc(C)c(C)c3)c2cc1OC (stereo unspecified)	-4.3	-2	-47	-2	-10	-2	-1.6	2	14
CCOc1ccc(/C=C/C(=O)c2cc(Br)ccc(=O)c2O)cc1	2.1	28	-23	0	22	-4	1.0	-3	59*
O=C(COC(=O)c1ccccc1SCC(=O)N1CCCC1)Nc1ccccc1	-2.7	7	-43	4	21	2	-1.0	-4	38*
O=C(O)C(c1ccccc1)N1C(=O)c2ccccc2C1=O (stereo unspecified)	-5.8	0	-6	11	-5	6	3.2	-7	7
Cc1ccc(C(=O)N(C)Cc2ccccc2)cc1S(=O)(=O)N1CCOCC1	-2.9	-1	-33	3	2	3	-4.7	-4	-7
CC(NC(=O)C1CCCN1S(=O)(=O)c1ccccc1)c1ccccc1 (stereo unspecified)	-4.1	-7	-12	7	-7	2	-1.4	-6	4
CC(C)Cc1cc(C(=O)NCc2cccnc2)no1	-5.1	-8	-2	5	22	-6	-1.5	0	6
O=C(CC1COc2ccccc2O1)NC1CCCCC1 (stereo unspecified)	-3.9	2	-2	-1	1	3	-1.8	5	6
COc1ccc(Nc2ccc(C(F)(F)F)cc2[N+](=O)[O-])cn1	-2.6	1	-12	1	11	3	-3.7	-9	-1
COc1ccc(-c2onc(C)c2-c2ccc3c(c2)OCCO3)c(O)c1	-2.2	-1	-11	-1	10	4	0.2	-3	-40
O=C(O)/C=C/C(=O)NNC(=O)c1ccc(Br)cc1	-3.9	-5	-7	1	-2	-2	-2.3	1	1
COC(=O)c1sc(N/N=C/c2ccc(C(C)C)cc2)nc1C	-0.2	3	-9	-2	-3	0	-0.8	-5	-27
CC(C)C(=O)Nc1ccc(NC(=O)c2cc3ccccc3o2)cc1	-3.5	10	-9	7	14	-1	-1.4	-7	2
COc1ccc(N2C(=O)[C@@H]3[C@H](C2=O)[C@H](C(C)=O)N2c4ccccc4C=C[C@@H]32)cc1	-2.1	1	-11	-5	10	-4	-2.6	-19	-34
COc1ccc(S(=O)(=O)NCCSC(C)(C)C)c(Cl)c1Cl	-6.0	0	-13	3	17	-1	-2.6	-10	-4
CC(=O)Nc1ccc(S(=O)(=O)N2CCSC2c2ccccc2)cc1 (stereo unspecified)	-6.8	1	-2	1	-3	-3	-3.3	7	30
CCc1ccc(S(=O)(=O)NCCc2csc(C)n2)s1	-2.4	6	-4	1	-4	7	-2.5	-7	1
Cn1c(N)c(C(c2ccccc2)c2c(N)n(C)c(=O)n(C)c2=O)c(=O)n(C)c1=O	-1.2	11	-7	7	2	-3	3.2	3	0
Cc1noc(C)c1COc1ccc(C(=O)Nc2cccnc2)cc1	-1.3	0	-7	/	18	3	-2.0	9	2
CC/C(=N\NC(=O)c1ccc(N(C)C)cc1)c1ccccc1	-3.0	-26	-10	9	-6	0	-8.0	4	-1
O=C(CSC(=S)N1CCOCC1)Nc1ncc2c(n1)CCCC2=O	-2.7	0	-3	4	5	2	-2.1	-10	-3
COc1cccc(-c2noc(-c3ccoc3C)n2)c1	-1.7	1	3	6	8	1	-2.4	-5	-3
CCOC(=O)c1ccc(Nc2cc(C)nc3nc(C)nn23)cc1	1.0	-2	-14	0	8	8	4.7	-8	5
Cc1nn(C)cc1S(=O)(=O)Nc1cccc(Cl)c1	-3.0	5	-3	3	1	1	-2.0	11	-3
CCc1ccc(NC(=O)C[n+]2cc(-c3ccc(C)cc3)n3c2CCC3)cc1	-3.9	-4	25	2	1	/	-2.7	-12	-76
Cn1c(SCc2ccccc2)nnc1-c1cnccn1	1.1	0	-4	0	-19	2	-2.4	4	2
CCC(C)(C)c1ccc(OCC(=O)N(C)C)c(C(C)(C)CC)c1	-0.2	-5	-19	5	-33	/	1.0	17	-6
Cc1c(OCC(=O)NCCN2CCOCC2)ccc2c(-c3ccccc3)cc(=O)oc12	-2.4	1	-6	2	6	3	-0.6	12	1
CC(C)(C)NC(=O)Cn1c(SCC(=O)Nc2nccs2)nc2ccccc21	-3.4	3	-2	-1	12	-3	-1.3	-11	5
N#Cc1c(N)oc(-c2ccc3c(c2)OCO3)c1-c1ccc2c(c1)OCO2	-5.1	48*	-15	6	15	-5	-1.6	-5	13
CCOC(=O)c1oc2nc(C(C)C)c3c(c2c1N)CC(C)(C)OC3	-2.5	-2	-13	/	46	2	-2.5	-19	-6
CSc1nc2cc(F)c(F)cc2n1C	-2.0	-1	2	7	9	0	-1.3	-2	3
C=CCn1c(=O)c2ccccc2n2c(SCC(=O)Nc3sc(C)c(CC)c3C(=O)OCC)nnc12	-1.9	-6	-6	-4	10	-3	-1.7	-3	3
CCOC(=O)c1c(NC(=O)COC(=O)c2ccccn2)sc2c1CCC2	-1.7	1	-3	7	5	4	-1.9	-3	11
CN(C1CCCCC1)S(=O)(=O)c1ccc2c(c1)c(=O)c(C(=O)N1CCc3ccccc3C1)cn2C	2.1	4	-4	5	17	1	-4.2	2	-4
COc1ccccc1NC(=O)NC(N)=O	-9.5	3	-1	-2	-4	1	-2.0	-5	1
Continuation:
SMILES	IMP-1 inhibitor	M18AAP inhibitor	DNA FID counter	IDE inh	SUMO HTRF inh	IDE cell activ	VIM-2 inh	p-CIP stab down	HCV NS3 hel inh
CCCOc1ccc(-c2nc(-c3ccc(N)cc3)cs2)cc1	-1.4	-1	-1	3	26	/	-1.7	1	-7
CSCC(=O)N1CCCC(N2CCN(c3cccc(C(F)(F)F)c3)CC2)C1 (stereo unspecified)	-2.7	2	-28	1	-5	3	-2.7	-3	1
C=CCn1c(=N)n(CC(=O)c2ccc(OC)cc2)c2ccccc21	-1.0	-4	-1	-1	15	5	-2.6	-7	-18
Cc1scc(C(=O)O)c1-c1c(C(=O)O)csc1C	-0.1	-3	2	-3	2	6	2.9	-3	-5
CCN(CC)C(=O)Oc1ccc2ccccc2c1Br	-3.2	2	-21	2	-3	3	-4.4	13	-3
O=C(NCc1ccc(F)cc1)C1CCCN(c2nc3ccsc3c(=O)s2)C1 (stereo unspecified)	-3.6	4	19	-1	11	5	-3.1	2	-5
Cc1ccc(C(=O)Nc2cc3c(cc2Cl)OCCCO3)cc1	0.4	4	-13	3	4	-3	1.3	-4	8
Oc1ccc(O)c(-c2cnns2)c1	-1.9	86*	3	4	-10	-18	2.5	-4	1
O=C(OCC(=O)c1ccc(Cl)s1)c1ccccn1	-1.2	2	1	15	-11	0	-3.8	5	-8
COc1ccc(Cc2ccc(OC)c(N)c2)cc1N	-1.2	-6	-3	-6	-14	4	0.7	2	-2
CCc1c(C)sc(NC(=O)c2cc(C)no2)c1C#N	-5.1	12	-5	-1	11	6	-3.3	-3	3
